From PubChem BioAssay
ALOX12 inh: Primary qHTS assay for inhibitors of human arachidonate 12S-lipoxygenase (ALOX12): Round 2. Polyunsaturated fatty acid lipoxygenase ALOX12 (Homo sapiens), P18054. purified 12hLO, xylenol orange hydroperoxide absorbance. Potency, µM (series often up to 108 µM), without a hit: at the highest dose activity change, negative = inhibition, hits mostly inhibitors. 1.1% of 580,000 active; note: % is set by controls: 0 for no effect and ±100 for the full control effect
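Purified human 12hLO (150 nM final) in 25 mM Hepes, 0.01% Triton X-100, pH 7.0 was preincubated 15 min at room temperature with compound. Then 40 uM arachidonic acid was added, 30 min. Hydroperoxide was read by Fe-XO absorbance ratio 573/405 nm.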
ERG Ets-DNA blk: qHTS for Small Molecule Inhibitors of the ERG Ets/DNA interaction | Transcriptional regulator ERG (Homo sapiens), P11308 | fluorescence polarization, His-ERG Ets domain / labelled DNA | Potency, µM (top dose mostly 76.9 µM), without a hit: at the highest dose FP activity, negative = inhibition, usual class: inhibitors | 0.028% of 370,000 active | AID 624246, 2012; active = well fitted inhibition curve with a large enough effect in the polarisation, with a control signal flat; inconclusive = small, poorly fitted or top-dose-only effect, or effect the other way, or a change in a side signal; inactive = no such curve, though single readings can be large or run the other way; the % refers to the polarisation;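 note: polarization taken with two DNA probes labelled with fluorescein and Texas red; % of control where 0% means no effect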
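His-tagged ERG Ets domain (1 uM in the protein solution; 300mM KCl, 50mM Tris-HCl, 1mM EDTA, 1mM DTT, pH 7.5) received compound, then a probe mix of 5 nM fluorescein-DNA and 100nM Texas-615-DNA. Fluorescence polarization was read for both dyes.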
RGS4 inhibitor: Inhibitors of Regulator of G Protein Signaling (RGS) 4: qHTS; 0.039% of 390,000 active; Regulator of G-protein signaling 4 (Homo sapiens), P49798; AID 504845, 2011; Potency, µM (highest dose often 114 µM), inactives show at the top dose activity change, negative = inhibition, usual class: inhibitors; Transcreener GDP fluorescence polarization, RGS4-accelerated GTP hydrolysis; note: % is set by controls: 0 for no effect and ±100 for the full control effect; nearly all actives have a fitted effect of over 75% in size; some results filed as inactive show a strong effect at the top dose
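MLSMR compounds (23 nl, pin-transferred) preincubated 10 min at room temperature with a 500nM (2x) first reagent, then RGS4 at 900nM (2x) plus Transcreener GDP mix added; fluorescence polarization (620/688 nm) read before and after 90 min at 30 °C.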
Pin1 inhibitor: qHTS Assay to Find Inhibitors of Pin1; Pin1 FP peptide displacement, HiFluor488, 10 min; Potency, µM (top dose mostly 115 µM), without a hit: top-dose activity, negative = inhibition, actives largely listed as inhibitors; Peptidyl-prolyl cis-trans isomerase NIMA-interacting 1 (Homo sapiens), Q13526; 0.009% of 390,000 active; active = well fitted inhibition curve with a large enough effect in the polarisation, with a control signal flat, not every such curve was filed as active; inconclusive = small, poorly fitted or top-dose-only effect, or effect the other way, or a change in a side signal; inactive = no such curve, though single readings can be large or run the other way; the % refers to the polarisation; note: % is set by controls: 0 for no effect and ±100 for the full control effect
Target sequence (Q13526 whole entry, looked up): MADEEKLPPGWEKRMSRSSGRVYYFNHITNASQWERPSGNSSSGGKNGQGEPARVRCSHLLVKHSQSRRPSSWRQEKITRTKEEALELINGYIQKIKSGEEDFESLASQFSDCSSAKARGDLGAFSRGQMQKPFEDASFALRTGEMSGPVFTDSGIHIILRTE
GLS inhibitor: qHTS for Inhibitors of Glutaminase (GLS); GLS enzymatic activity, qHTS titration; Potency, µM (titrated, usually from 45.5 µM), inactives show top-dose activity change, negative = inhibition, usual class: inhibitors; 0.21% of 410,000 active; AID 624170, 2012; note: % is set by controls: 0 for no effect and ±100 for the full control effect
Target sequence (O94925 whole entry, looked up): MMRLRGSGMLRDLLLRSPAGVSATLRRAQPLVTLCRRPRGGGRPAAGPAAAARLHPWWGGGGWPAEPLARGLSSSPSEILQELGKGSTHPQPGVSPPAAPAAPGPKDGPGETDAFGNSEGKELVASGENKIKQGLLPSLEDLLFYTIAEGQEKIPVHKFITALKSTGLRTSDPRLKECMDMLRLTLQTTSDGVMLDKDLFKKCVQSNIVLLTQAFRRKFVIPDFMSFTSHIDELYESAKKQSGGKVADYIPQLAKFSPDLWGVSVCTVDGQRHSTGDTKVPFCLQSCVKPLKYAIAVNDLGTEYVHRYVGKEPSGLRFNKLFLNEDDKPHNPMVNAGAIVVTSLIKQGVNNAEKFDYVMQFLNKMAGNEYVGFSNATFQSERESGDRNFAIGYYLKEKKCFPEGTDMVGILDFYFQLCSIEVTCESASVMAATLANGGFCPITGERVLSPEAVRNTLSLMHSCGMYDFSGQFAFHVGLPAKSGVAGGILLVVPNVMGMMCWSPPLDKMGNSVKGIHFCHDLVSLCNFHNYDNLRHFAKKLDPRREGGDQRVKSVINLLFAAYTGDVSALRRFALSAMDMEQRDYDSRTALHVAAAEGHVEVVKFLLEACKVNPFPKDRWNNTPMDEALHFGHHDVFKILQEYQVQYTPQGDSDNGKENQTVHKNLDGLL
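Human kidney-isoform GLS in 45 mM KH2PO4 pH 8.2, 0.02% Tween-20, with compound, started with 1mM L-Glutamine (added stock). Glutamate oxidase/HRP/Amplex red coupled fluorescence read at start and after 30 min at RT.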
rTrxR1 inhibitor: qHTS Assay for Inhibitors of Mammalian Selenoprotein Thioredoxin Reductase 1 (TrxR1): qHTS; recombinant rTrxR1, NADPH fluorescence consumption, selenite substrate; Thioredoxin reductase 1, cytoplasmic (Rattus norvegicus), O89049; 1% of 390,000 active; Potency, µM (doses to about 114 µM), for the others: at the highest dose activity change, negative = inhibition, usual class: inhibitors; note: % is set by controls: 0 for no effect and ±100 for the full control effect; nearly all actives have a fitted effect of over 65% in size
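Rat TrxR1 (90 nM in the dispensed reagent) was pre-reduced with 400 uM NADPH for 5 min at room temperature, then incubated with compound for 15 min. After 400 uM selenite was added, NADPH fluorescence (Ex 340/Em 450 nm) was followed for 8 min.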
HP1b chromo inh: HTS for Inhibitors of HP1-beta Chromodomain Interactions with Methylated Histone Tails; Potency, µM (doses to about 114 µM), without a hit: at the top dose activity change, negative = inhibition, most hits filed as inhibitors; AlphaScreen HP1-beta / biotin-H3K9me3 peptide binding; Chromobox protein homolog 1 (Homo sapiens), P83916; 0.56% of 390,000 active; note: nearly all actives have a fitted effect of over 70% in size; inactives centre near 23
Target sequence (P83916 whole entry, looked up): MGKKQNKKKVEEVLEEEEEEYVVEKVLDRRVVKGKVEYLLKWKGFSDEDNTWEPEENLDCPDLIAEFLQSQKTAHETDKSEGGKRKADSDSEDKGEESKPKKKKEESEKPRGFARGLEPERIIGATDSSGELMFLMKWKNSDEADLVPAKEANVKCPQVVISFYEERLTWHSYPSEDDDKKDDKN
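AlphaScreen: HP1-beta (50 nM) preformed 30 min with biotin-H3(1-18)K9me3 peptide (50 nM) in PBS pH 7.4, 0.01% Tween-20. Compound added for 30 min at RT, then streptavidin donor/nickel chelate acceptor beads (10 ug/mL) for 30 min.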
PGK inhibitor: qHTS Assay to Find Inhibitors of Phosphoglycerate Kinase. Phosphoglycerate kinase, glycosomal (Trypanosoma brucei brucei), P07378. PGK/GAPDH coupled, Kinase-Glo luminescence, 60 min. Potency, µM (doses to about 57.5 µM), for the others: at the highest dose activity change, negative = inhibition, usual class: inhibitors. 0.043% of 380,000 active; note: % is set by controls: 0 for no effect and ±100 for the full control effect; nearly all actives have a fitted effect of over 60% in size
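Recombinant glycosomal PGK reaction used 1,3-bisphosphoglycerate generated in-well by GAPDH (100nM final) in 100mM TEA pH 7.6, 5mM MgCl2, 0.01% Tween-20. After 60 minutes at room temperature, ATP was read by Kinase-Glo Plus luminescence end-point.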
JMJD2A Tudor inh: qHTS Assay for Inhibitors of JMJD2A-Tudor Domain; Lysine-specific demethylase 4A (Homo sapiens), O75164; AlphaScreen JMJD2A-Tudor / H3K4me3 peptide binding; Potency, µM (top dose mostly 114 µM), without a hit: at the highest dose activity change, negative = inhibition, usual class: inhibitors; 4.4% of 390,000 active; note: % is set by controls: 0 for no effect and ±100 for the full control effect; nearly all actives have a fitted effect of over 50% in size
Numbers without * were called inactive; i = inactive; ? = inconclusive; / = no result given; & = joins results of further samples; [ ] = another dose, or the depositor's remark. Unless noted, calls come from the whole dose curve; as a rule, active = well fitted curve in the direction sought with a large enough effect; inconclusive = small, poorly fitted or top-dose-only effect, or another doubt; inactive = no such curve, though single readings can be large; an effect the other way counts as inactive or inconclusive. Potency is the fitted concentration of half-maximal effect.

ALOX12 inh	ERG Ets-DNA blk	RGS4 inhibitor	Pin1 inhibitor	GLS inhibitor	rTrxR1 inhibitor	HP1b chromo inh	PGK inhibitor	JMJD2A Tudor inh	SMILES
?	-1%	-5%[11.4 µM]	-2%	-8%	-16%[57.1 µM]	10%	-3%	-16%[11.4 µM]	CCCCn1c(=O)n(Cc2cccc(F)c2)c(=O)c2c1ncn2Cc1ccco1
-1%	-7%	28%	3%	22%	28%[57.1 µM]	27%	-5%	-24%	CC1CCN(C(=O)c2cc(-c3ccccc3O)on2)CC1
-2%	2%	-27%	2%	5%	?	?	2%	50µM*	S=C(NN=C1C2CC3CC(C2)CC1C3)Nc1ccccc1
1%	2%	-18%	0%	2%	2%	28%	-8%	-23%	COc1ccc(NS(=O)(=O)c2cc(NC(=O)C3CCCO3)ccc2N2CCCC2)cc1 (stereo not given)
-16%[57.4 µM]	-3%	16%	8%	17%	14%	30%[activator]	i	-8%	CC1CCN(c2c(NCC3CCC(C(=O)N4CCCC(C)C4)CC3)c(=O)c2=O)CC1 (stereo not given)
1%	27%	14%	-7%	10%	7%[57.1 µM]	-3%	-6%	-21%	COc1ccccc1C(CNC(=O)c1ccc(S(=O)(=O)NCc2ccco2)cc1)N(C)C (stereo not given)
8%	-12%	0%	-2%	6%	1%	35%	7%	-29%	COc1ccccc1C(=O)Nc1nnc(-c2ccc(F)cc2)o1
-5%	-3%	-25%	-3%	-6%	23%[57.1 µM]	28%	-6%	3%	O=C(COC(=O)CN1C(=O)COc2ccccc21)NC1CCCCC1
-24%	-1%	5%	2%	-4%	4%	19%	-2%	-11%	Cc1ccc(C)c(Cn2cnc3ccccc3c2=O)c1
-3%	-1%	-41%	-1%	28%	-21%	43%[activator]	i	?	CC(=O)Nc1ccc(S(=O)(=O)NNC(=S)NCc2ccco2)cc1
2%	-6%	-13%	3%	3%	8%	45%[activator]	i	-1%	COc1cc(CCCN2C(=S)NC[C@@H]2CCCCN)cc(OC)c1OC
2%	2%	-4%	-1%	-10%	0%	3%	1%	-19%	COc1ccc(C2(C(=O)Nc3ccc(S(=O)(=O)Nc4nc(C)cc(C)n4)cc3)CCCC2)cc1OC
?	-3%	4%	6%	1%	-5%	66%[activator]	6%	-3%	Cc1cc(NC(=O)CCC(=O)N(c2ccccc2)C(C(=O)NCC2CCCO2)c2cccnc2)no1 (stereo not given)
0%	5%	-9%	-5%	-10%	21%	36%[activator]	i	-6%	CCNC(=O)c1cc(S(=O)(=O)N2CCSCC2)ccc1OC
-10%	3%	16%	3%	-7%	9%	31%	5%	-5%	Cc1cccc(OC(=O)CSc2nnc(-c3ccc4c(c3)OCO4)o2)c1C
-3%	10%	4%	-3%	-3%	9%	12%	1%	-24%	CN(C)C(=O)CCc1ccc2c3c([nH]c2c1)[C@]1(CCc2ccccc2)[C@@H](C(=O)N2CCCCC2)C[C@H](CC(=O)NCCc2ccccn2)C(=O)N1CC3
-21%&-3%	-3%	0%	36%[activator]	3%	20%	11%	-1%	-9%	O=C1COc2ccc(C(=O)COC(=O)c3ccccc3F)cc2N1
?	-5%	?	?	1%	35%[57.1 µM]	-9%	-8%	-32%	COC(=O)c1c(-c2ccc3ccccc3c2)csc1NC(=O)Cc1ccc(OC)c(OC)c1
8%	7%	-2%	-2%	-1%	11%	29%	-10%	-8%	CCCCOc1ccccc1C(=O)N(Cc1cccc(F)c1)C1CCS(=O)(=O)C1 (stereo not given)
0%	-6%	-6%	-1%	0%	25%	19%	-5%	-20%	Cc1snc(S(=O)(=O)Cc2c(Cl)cccc2Cl)c1C#N
-29%[57.4 µM]	4%	-42%	-5%	7%	8%	18%	-7%	-16%	Cc1ccc(S(=O)(=O)NC(C)C(=O)Nc2ccc(C(N)=O)cc2)cc1 (stereo not given)
11%	6%	-1%	-1%	-9%	25%	43%[activator]	i	5%	O=C(Cc1cccc(NC(=O)C2CCCN(C(=O)C3CCC3)C2)c1)Nc1cccc(C(=O)N2CCCC2)c1 (stereo not given)
4%	-3%	13%	-5%	0%	-1%[57.1 µM]	14%	-4%	-8%	CCOC(=O)NC(=O)/C(C#N)=C\NNc1ncc(C(F)(F)F)cc1Cl
4%	6%	-27%	0%	7%	5%	4%	7%	-12%	CCOc1ccc(S(=O)(=O)N2CCC(C(=O)NCc3ccco3)CC2)cc1
3%	2%	-4%	22%	2%	25%	26%	-1%	-25%	CC1Cc2nc(SCC(=O)Nc3nccs3)n(Cc3ccccc3)c(=O)c2S1 (stereo not given)
-14%	1%	3%	-2%	3%	12%	23%	6%	-5%	CSc1ccccc1NS(=O)(=O)c1ccccc1
-21%	-1%	0%	-5%	4%	-2%	27%	-2%	-9%	O=C(NC1(C(F)(F)F)N=C(c2ccccc2)N(C2CCCCC2)C1=O)c1ccc(F)cc1 (stereo not given)
?	-4%	-2%	-1%	1%	-2%	24%	-7%	12%	CCN(CCn1cccn1)C(=O)CCc1nnc(-c2ccccc2)o1
-22%	0%	12%	-4%	-9%	-2%[57.1 µM]	44%[activator]	i	-8%	COc1ccccc1C(=O)NCCC(=O)N1CC(C)OC(C)C1 (stereo not given)
-20%	4%	-8%	22%	1%	38%[activator][57.1 µM]	19%	2%	-12%	CCOc1ccc(Sc2cc(C(=O)NCCc3ccc(OC)c(OC)c3)c3ccccc3n2)cc1
0%	7%	-24%	0%	-8%	3%	10%	-4%	-15%	Cc1cc(NS(=O)(=O)Cc2ccccc2)no1
-22%	1%	31%	-1%	-4%	2%	39%	i	-13%	Cc1cccc(-n2ncc(C#N)c2-n2cccc2)c1
10%	0%	-11%	3%	1%	-7%	24%	-5%	-20%	COc1cc(C)c(S(=O)(=O)N2CCN=C2c2ccccc2)cc1C
-27%&4%	2%	-28%	?	4%	16%[57.1 µM]	?	-2%	?	O=C(CSc1nccn1-c1cccc(Cl)c1)Nc1cccc2ccccc12
12%	-1%	-11%	-6%	-13%	14%[57.1 µM]	18%	-1%	7%	COc1cc(C(=O)NCCOc2cccc3cccnc23)cc(OC)c1OC
-4%	-3%	-1%	8%	7%	-3%	-14%	1%	-35%	O=C(/C=C/c1ccc(S(=O)(=O)NCc2ccco2)cc1)NCc1ccccc1Cl
?	-1%	2%	5%	-3%	36%[activator]	29%	-9%	-17%	Nc1nc(COC(=O)CCC(=O)c2ccc(Cl)cc2)nc(Nc2ccccc2)n1
13%	-1%	-3%	0%	1%	11%	-14%	-5%	-30%	CCc1cccc(NC(=O)Cn2cccc2)c1
-10%	-7%	-18%	0%	13%	11%[57.1 µM]	17%	-8%	-19%	Nn1c(=O)c2ccccc2n2c(SCc3ccc(C(F)(F)F)cc3)nnc12
-16%	-2%	-3%	-1%	1%	17%	26%	-1%	-2%	Cc1cc(S(=O)(=O)NCCc2ccccc2)c(C)s1
-8%	5%	-28%	0%	/	-24%	31%	-10%	4%	O=c1cccccc1NCc1ccccc1
-26%	-2%	32%	2%	29%	1%	-10%	5%	-26%	Nc1c(NCc2ccccc2)c2ccccc2oc1=O
7%	10%	-34%	0%	0%	13%[57.1 µM]	29%	i	6%	CC(=O)c1cc(C#N)c(Oc2ccc(F)cc2)nc1C
-2%	2%	7%	0%	-3%	8%	19%	i	-12%	Cc1ccc(CS(=O)(=O)Cc2ccc(C(=O)NC3CCCCCC3)o2)cc1
-24%	-10%	17%	4%	0%	1%	8%	-2%	-25%	COc1cc2c(cc1OC)C(COc1cc(C)cc(C)c1)N(C(C)=O)CC2 (stereo not given)
-12%	?	-18%	-9%	0%	-20%	?	5%	-19%[57.1 µM]	O=[N+]([O-])c1cnc(N2CCCCC2)c([N+](=O)[O-])c1
19%	3%	6%	4%	4%	3%	6%	-9%	-14%	COc1ccc(NC(C)=O)cc1NC(=O)C1CCN(C(=O)Nc2ccccc2)CC1
?	2%	3%	-7%	1%	-8%	25%	-10%	-17%	Cc1ccc2c(CN3CCN(C(=O)c4ccco4)CC3)cc(=O)oc2c1C
-18%	6%	23%	2%	-5%	6%[57.1 µM]	10%	5%	-22%	Cc1nc2ccc(NC(=O)c3cccc(S(=O)(=O)N4CCOCC4)c3)cc2s1
1%	2%	-33%	-4%	14%	15%	67%[activator]	/	-6%	O=C1CSC(c2cccc(O)c2)N1Cc1ccccc1 (stereo not given)

Complete entries from above. Order of screens: ALOX12 inh | ERG Ets-DNA blk | RGS4 inhibitor | Pin1 inhibitor | GLS inhibitor | rTrxR1 inhibitor | HP1b chromo inh | PGK inhibitor | JMJD2A Tudor inh
O=[N+]([O-])c1cnc(N2CCCCC2)c([N+](=O)[O-])c1 is entered as -12% | ? | -18% | -9% | 0% | -20% | ? | 5% | -19%[57.1 µM]
Cc1nc2ccc(NC(=O)c3cccc(S(=O)(=O)N4CCOCC4)c3)cc2s1 is entered as -18% | 6% | 23% | 2% | -5% | 6%[57.1 µM] | 10% | 5% | -22%

Only part of the results is shown (hit frequency here may not be typical).
